human PMI inhibition: inhibitors of human PMI, primary screen, biochemical, fluorescence intensity, coupled assay (AID 1209); 190,000 compounds, 0.42% hits; purified PMI enzyme, coupled fluorescence intensity; higher % means a stronger effect; one-dose inhibition, % at 20 µM; IC50 in µM for titrated hits;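 also: plate controls were DMSO vehicle for no effect and wells lacking substrate for full effect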
Yfh1-off respiration: mitochondrial function rescue without frataxin homolog – Friedreich's ataxia, plus single-dose screen, dose response (AID 1465) | 220,000 compounds, 0.074% hits | S. cerevisiae Yfh1-off respiration, WST-1 reduction, 72 h; higher fold induction means a stronger effect | one-dose fold induction at 50 µM; EC50 in µM for titrated hits;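 active = fold induction of absorbance versus untreated yeast above a set limit, then at least 30% activation at any dose in follow-up; inconclusive = repeats straddling the limit, or above it without dose testing; inactive = fold induction below the set limit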;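 also: activators that raise dye reduction in frataxin-depleted yeast; strong numbers were not always called active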
M17LAP inhibition: P. falciparum M17LAP inhibitors, primary screen, biochemical, fluorogenic H-Leu-NHMec substrate, 1536-well (AID 1619); inhibition, % at 30 µM, or IC50 in µM where a hit was titrated; 220,000 compounds, 0.38% hits; recombinant M17LAP, H-Leu-NHMec fluorogenic kinetic assay; higher % means a stronger effect;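 active = compound inhibiting the enzyme by more than half at any dose during confirmatory dose-response retesting; inconclusive = strong single-dose inhibitors picked by rank but not retested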;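 also: plate controls were full reaction with DMSO carrier for no effect and no enzyme background for full effect; strong numbers were not always called active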
LYP inhibition: PTPN22 lymphoid phosphatase activity blockers – biochemical, fluorescence intensity, uHTS (AID 1779); recombinant LYP phosphatase, fluorescence intensity; higher % means a stronger effect; inhibition, % at 11.5 µM, or IC50 in µM where a hit was titrated; 290,000 compounds, 0.054% hits;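 also: plate controls were vehicle with enzyme for no effect and no enzyme for full effect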
P. falciparum M1AAP: P. falciparum M1AAP inhibitors, biochemical, fluorogenic H-Leu-NHMec substrate, 1536-well (AID 1445); 220,000 compounds, 0.42% hits; recombinant M1AAP, H-Leu-NHMec fluorogenic kinetic assay; higher % means a stronger effect; inhibition, % at 30 µM; hits with a dose series show IC50 in µM;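 active = primary inhibition above the hit cutoff, then over 50% inhibition at one or more dose response concentrations, cut at about 23% in these data, passing the limit was not always enough; inconclusive = conflicting primary data, or primary hits not chosen for dose response; inactive = low primary inhibition, or under 50% at every dose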;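 also: plate controls were DMSO full reaction for no effect and no enzyme background for full effect; strong numbers were not always called active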
XIAP antagonists: XIAP antagonists, biochemical, IAP family, fluorescence polarization (AID 1018). XIAP BIR domain, fluorescence polarization peptide displacement; higher % means a stronger effect. displacement, % at 20 µM; hits with a dose series show IC50 in µM. 200,000 compounds, 0.007% hits; in the data active = displacement above about 50%; also: a part of the inactive calls stands beside numbers as strong as those of hits
WT yeast gro inh: growth inhibition of WT yeast, mitochondrial fusion screen | mitochondrial fusion phenotypic screen, WT strain | AID 1362 | inhibition, % at 10 µM | 190,000 compounds, 2.1% hits; in the data active = inhibition above about 58%; tested in S. cerevisiae
PMI inhibition: MPI inhibition at elevated mannose 6-phosphate – biochemical, fluorescence intensity, high mannose 6-phosphate, primary screen (AID 1220); 190,000 compounds, 0.66% hits; inhibition, % at 20 µM, or IC50 in µM where a hit was titrated; recombinant PMI enzyme, coupled fluorescence intensity; higher % means a stronger effect
TNAP activators: stimulation of alkaline phosphatase TNAP activity – biochemical, luminescent, no phosphate acceptor, uHTS, primary screen (AID 1001) | activation fold at 20 µM, or EC50 in µM where a hit was titrated | purified TNAP, luminescent activation assay, no phosphate acceptor; higher activation fold means a stronger effect | 200,000 compounds, 0.03% hits; in the data active = activation fold from about 3, or a potency from the dose series; inactive = the rest, 99 in 100 with activation fold below about 1.6; also: many of its hits are not listed in these tables
WT yeast gro inh mutant strain: also measured in WT yeast gro inh; calls as there; inhibition, %; mitochondrial fusion phenotypic screen, mutant strain inhibition
Starred values were filed as active, the others as inactive; i = inactive; ? = inconclusive; nt = no result given. Rule as the data show it, unless noted: active = inhibition above about 50%; inactive = the rest.

Molecule	P. falciparum M1AAP	WT yeast gro inh mutant strain	PMI inhibition	TNAP activators	M17LAP inhibition	human PMI inhibition	Yfh1-off respiration	XIAP antagonists	WT yeast gro inh	LYP inhibition
Nc1nonc1C(=O)N/N=C/c1ccc(-c2ccc(Cl)c(C(=O)O)c2)o1	44µM*	2	-15%	1	46%	-35%	i	-16%	-6	31%
O=C(Nc1ccc2oc(-c3cccnc3)nc2c1)c1cccnc1	5%	11	16%	1.1	-2%	0%	i	-0.5%	-8	2%
CCN(CC)C(=O)CSc1nsc(SCC(=O)N(CC)CC)c1C#N	6%	5	11%	1.1	0%	13%	nt	-9.1%	11	-2%
COc1ccc(N2C(=O)CC(N(C)CCc3ccc(OC)c(OC)c3)C2=O)cc1 (stereo not given)	8%	6	3%	1	4%	9%	i	-2.1%	-15	-6%
Cc1cc(C)nc(N2CCCC(CCC(=O)NCc3ccc(F)c(F)c3)C2)n1 (stereo not given)	7%	15	0%	1	-3%	16%	i	-12%	11	-7%
CCN(CC)S(=O)(=O)c1ccc2oc(C(=O)NCCCN3CCOCC3)c(C)c2c1	-1%	-9	8%	1	1%	16%	i	-5.6%	-11	-15%
CC(=O)OCC(OC(C)=O)C(OC(C)=O)C(OC(C)=O)C(=O)Nc1ccc(C)cc1 (stereo not given)	-1%	-6	-9%	1.1	-12%	-5%	i	-5.1%	-6	-7%
COc1ccc(/C=N/NC(=O)Cc2ccc(Cl)cc2)cc1OC	0%	2	9%	1.1	0%	4%	i	-5.1%	1	0%
COc1ccc2cc(C(=O)NCC(=O)O)sc(=O)c2c1OC	8%	-2	-10%	1.1	10%	-4%	nt	-1.0%	-2	-5%
CCCC(C)C(=O)Nc1cccc(NC(C)=O)c1 (stereo not given)	3%	-19	11%	1	-1%	14%	i	-2.1%	-10	-3%
COc1cccc2c(=O)n(CC(=O)NC3CCCCC3)ccc12	11%	1	9%	1.1	-6%	14%	i	-2.1%	-7	-5%
COc1ccc(N2CCN(C(CNC(=O)c3cccc(Cl)c3)c3cccnc3)CC2)cc1 (stereo not given)	2%	nt	12%	1.1	-3%	8%	i	-2.9%	nt	-6%

Some of these compounds in order of the PMI inhibition value, smallest number first:
| SMILES | PMI inhibition |
| --- | --- |
| COc1ccc2cc(C(=O)NCC(=O)O)sc(=O)c2c1OC | -10% |
| CC(=O)OCC(OC(C)=O)C(OC(C)=O)C(OC(C)=O)C(=O)Nc1ccc(C)cc1 (stereo not given) | -9% |
| O=C(Nc1ccc2oc(-c3cccnc3)nc2c1)c1cccnc1 | 16% |

Next records
Molecule	P. falciparum M1AAP	WT yeast gro inh mutant strain	PMI inhibition	TNAP activators	M17LAP inhibition	human PMI inhibition	Yfh1-off respiration	XIAP antagonists	WT yeast gro inh	LYP inhibition
COc1cccc(-c2nc(CCl)cs2)c1	?	-14	-16%	1	-2%	-32%	i	-2.6%	-3	-3%
O=C(O)C(Cc1cn[nH]n1)=NO	4%	nt	nt	nt	7%	nt	i	nt	nt	-3%
CCCCCn1c(=S)[nH]c2ncccc2c1=O	-3%	16	-2%	1.1	4%	1%	nt	-4.7%	-26	-4%
COc1ccc(C(=O)Nc2nc3c(s2)CCCC3)cc1S(=O)(=O)N1CCCc2ccccc21	4%	1	1%	1	-8%	-1%	i	-4.7%	27	8%
Cc1ccc(OCC(=O)Nc2cc(C(=O)O)cc(C(=O)O)c2)cc1C	1%	10	-2%	1.2	-18%	-8%	i	-5.7%	-9	-1%
Nc1c(Cl)ncnc1N/N=C/c1ccccn1	-11%	27	-19%	1.9	32%	-20%	i	-1.5%	57	0%
CCOc1ccc(NS(=O)(=O)c2ccc3ncsc3c2)cc1	3%	-3	-12%	1	-2%	-1%	i	-17%	6	3%
Cc1cc(C)c2c(=O)n(CC(=O)Nc3ccc(Cl)cc3)sc2n1	1%	nt	nt	nt	-1%	nt	i	nt	nt	-1%
Nc1nc(Cl)nc2c1ncn2[C@@H]1O[C@H](CO)[C@@H](O)[C@H]1O	3%	-16	-1%	1.1	12%	3%	i	-0.1%	-2	-2%
Cc1ccc(/C=N/Nc2ccc3ccccc3n2)o1	11%	20	-3%	0.9	6%	-6%	i	-3.8%	54	-3%
CCN(Cc1ccccc1)S(=O)(=O)c1ccc(S(=O)(=O)N(Cc2ccccn2)Cc2ccco2)cc1	-5%	-29	-1%	1.1	-6%	1%	i	-6.7%	1	-3%
CN(C)c1ccc(-c2nn3c(-c4ccc(Cl)cc4)nnc3s2)cc1	2%	-12	13%	1.1	5%	5%	i	-13%	15	-2%

Reprinted at random: 2 records from the list, in no set order.
Molecule	P. falciparum M1AAP	WT yeast gro inh mutant strain	PMI inhibition	TNAP activators	M17LAP inhibition	human PMI inhibition	Yfh1-off respiration	XIAP antagonists	WT yeast gro inh	LYP inhibition
COc1cccc(-c2nc(CCl)cs2)c1	?	-14	-16%	1	-2%	-32%	i	-2.6%	-3	-3%
Cc1ccc(/C=N/Nc2ccc3ccccc3n2)o1	11%	20	-3%	0.9	6%	-6%	i	-3.8%	54	-3%

Next part
Molecule	P. falciparum M1AAP	WT yeast gro inh mutant strain	PMI inhibition	TNAP activators	M17LAP inhibition	human PMI inhibition	Yfh1-off respiration	XIAP antagonists	WT yeast gro inh	LYP inhibition
CCCCNC(=O)COC(=O)c1ccc(Cl)c(S(=O)(=O)N2CCCC2)c1	3%	4	0%	1.1	7%	4%	i	-7.7%	-9	-3%
Cc1cccc(N(C(=O)Cn2nnc3ccccc32)C(C(=O)NC(C)(C)C)c2ccsc2)c1 (stereo not given)	4%	-3	10%	1	6%	7%	i	-0.2%	-6	-3%
COc1ccc(-n2nnnc2SCC(=O)Nc2ccc3c(c2)OCCO3)cc1OC	7%	-22	19%	1.1	11%	25%	i	-19%	-20	4%
COc1ccc(/C=N/NC(=O)c2ccc(COc3ccccc3Cl)o2)c(OC)c1C	6%	-15	-4%	1.1	-5%	-6%	i	-1.2%	-6	-6%
CSc1ccccc1-n1nnnc1SCC(=O)NCc1cccs1	11%	-3	-4%	1	6%	8%	i	-2.0%	-5	-8%
Cc1cc(C(=O)Nc2ccc3c(c2)OCCO3)c2ccccc2n1	-1%	8	3%	1.1	3%	-7%	i	-8.4%	7	-4%
Cc1c(-n2c(SCC(N)=O)nc3ccccc3c2=O)c(=O)n(-c2ccccc2)n1C	4%	10	-4%	1.2	4%	-6%	i	-6.3%	10	-2%
Cc1ccc(NC(=O)Cn2nnc3ccccc32)cc1	-3%	0	14%	1.1	17%	14%	i	-5.6%	-3	-11%
Cc1ccccc1-c1nnc(SCC(=O)N(CC(C)C)c2c(N)n(CC(C)C)c(=O)[nH]c2=O)n1C	6%	nt	nt	nt	3%	nt	i	nt	nt	-12%
Cc1ccc(SCCC(=O)NC(C)C)cc1	2%	-11	-2%	1.1	-7%	-2%	i	-2.1%	-18	-7%
CC(=O)N(CN1C(=O)CCC1=O)c1cccc(Cl)c1	6%	0	-2%	1.2	9%	-3%	i	-8.4%	-7	-10%
CCOC(=O)c1c(C)n(-c2ccc(C)cc2)c2ccc(O)c(CN(C)C)c12	13%	14	13%	1.1	9%	6%	i	-1.9%	16	-1%
CCc1ccc(N2CC(C(=O)Nc3cccnc3)CC2=O)cc1 (stereo not given)	7%	23	2%	1.1	5%	7%	nt	-8.7%	18	-4%
O=C1NC(c2ccc(-c3ccccc3[N+](=O)[O-])o2)C(C(=O)c2ccccc2)C(O)(C(F)(F)F)N1 (stereo not given)	8%	7	50%*	1	10%	16%	i	-31%	3	-2%
Cc1nc(NC(=O)c2ccc(F)cc2)sc1C(=O)Nc1ccc2c(c1)CCC2	3%	17	9%	1.1	5%	9%	i	-4.7%	29	6%
O=C(CSc1nnc(-c2cccnc2)n1Cc1ccco1)N1CCc2ccccc21	7%	22	-14%	0.9	6%	-10%	i	-5.9%	3	-3%
CC(C)C[C@H](NC(=O)[C@@H]1O[C@H]1C(=O)O)C(=O)NCCCCN=C(N)N	15%	8	8%	1.1	6%	1%	i	-5.0%	5	-5%
Cc1cccc(N2CCN(C(=O)Cc3c(C(=O)O)[nH]c4ccc(Cl)cc34)CC2)c1C	13%	-4	13%	1	1%	5%	i	-7.9%	17	-1%
O=C(Nn1c(SCc2cccc([N+](=O)[O-])c2)nc2ccccc2c1=O)c1ccccc1	20%	-7	17%	1.1	-3%	25%	i	-2.4%	4	-4%
O=C(NCC1CCCO1)c1ccc2nc(N3CCCCC3)sc2c1 (stereo not given)	5%	0	12%	1.1	-3%	18%	i	-4.3%	8	-4%
Cc1ccc(C(=O)NCC(=O)O)cc1S(=O)(=O)N1CCCCC1	-3%	7	4%	1	1%	1%	i	-5.0%	19	-1%
CC(=O)N1CCN(c2ccc(NC(=O)c3ccc(Br)o3)cc2Cl)CC1	4%	7	8%	1.1	-3%	4%	i	-12%	17	6%
O=C(CCC(=O)N/N=C/c1ccco1)N/N=C/c1ccco1	5%	nt	nt	nt	6%	nt	i	nt	nt	-3%
Cc1ccc(-n2cnnn2)c(S(=O)(=O)N2CCOCC2)c1	6%	1	-70%	1.1	-5%	-38%	i	-3.3%	-4	-3%
OC1CCN(Cc2cccc(Oc3ccccc3)c2)CC1	-6%	20	0%	0.9	-5%	-4%	i	-3.9%	1	1%
Cc1ccccc1C(=O)NC(C(N)=O)P(=O)(OC(C)C)OC(C)C (stereo not given)	-3%	nt	nt	nt	4%	nt	i	nt	nt	-5%
COc1ccc2cc3cc(C(=O)Nc4ccc5c(c4)OCCO5)oc3nc2c1	3%	-51	8%	1.1	-11%	13%	i	1.5%	-11	-1%
C[n+]1cc[nH]c1SCC(=O)c1ccc(Cl)cc1	8%	20	-5%	1.1	0%	1%	i	-3.2%	10	-6%

Limited to human PMI inhibition, for some of the entries so far:
Compound	human PMI inhibition
Cc1cccc(N(C(=O)Cn2nnc3ccccc32)C(C(=O)NC(C)(C)C)c2ccsc2)c1 (stereo not given)	7%
COc1ccc(-n2nnnc2SCC(=O)Nc2ccc3c(c2)OCCO3)cc1OC	25%
COc1ccc(/C=N/NC(=O)c2ccc(COc3ccccc3Cl)o2)c(OC)c1C	-6%
CSc1ccccc1-n1nnnc1SCC(=O)NCc1cccs1	8%
Cc1cc(C(=O)Nc2ccc3c(c2)OCCO3)c2ccccc2n1	-7%
Cc1c(-n2c(SCC(N)=O)nc3ccccc3c2=O)c(=O)n(-c2ccccc2)n1C	-6%

Bioassay records from PubChem BioAssay.
